CCT modulator – High-Throughput Screening for Modulators of Cytosolic Chaperonin Activity; AID 651819, 2012; activity change, % (test concentration not listed), hits read low; 360,000 tested, 0.3% active; purified chaperonin ATPase assay, HTRF ADP detection, 30 min; in the data active = activity change below about -30%; note: % is set by controls: 0 for no effect and ±100 for the full control effect
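TRiC (40 or 20 nM final, by batch activity) in 30 mM Tris pH 7.4, 100 mM KCl, 5 mM MgCl2, 1 mM DTT was treated with compound at 76 uM single dose, then 10 uM ATP, 30 min at 37 °C. ADP was read by HTRF Transcreener.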
TGFb inhibitor – qHTS for Inhibitors of TGF-b; HepG2 CAGA-GFP TGF-b/SMAD3 reporter, GFP fluorescence, 18 h; TGF-beta stimulated, 500 pg/mL final; Potency, µM (series often up to 46.1 µM), without a hit: top-dose activity, negative = inhibition, most hits filed as inhibitors; 410,000 tested, 1.2% active; AID 588855, 2011; note: potency is the fitted concentration of half-maximal effect; % is set by controls: 0 for no effect and ±100 for the full control effect; nearly all actives have a fitted effect of over 65% in size
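HEPG2 CAGA-GFP cells (1000/well, DMEM with 1% FBS) were pre-incubated 2 h at 37 degrees C, given compound by pin tool, then stimulated with TGF-beta at 500 pg/mL final for 18 h before per-cell GFP fluorescence imaging.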
Nrf2 inh – Nrf2 qHTS screen for inhibitors; A549 ARE-Fluc reporter, luciferase luminescence, 18-24 h; Potency, µM (doses to about 46 µM), for the others: at the top dose activity change, negative = inhibition, hits mostly inhibitors; 360,000 tested, 2.1% active; note: potency is the fitted concentration of half-maximal effect; % is set by controls: 0 for no effect and ±100 for the full control effect; nearly all actives have a fitted effect of over 60% in size
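Cells were seeded and rested 2 h, then exposed to compounds for 18-24 h. CellTiter-Fluor was read first as a viability measure. BugLite was added 15 min before the final luminescent read of ARE-luciferase activity in A549 cells.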
Mm-Cpn inhibitor – Inhibitors of TCP-1 ring complex (TRiC) of Methanococcus maripaludis (MmCpn): qHTS; 330,000 tested, 0.031% active; Potency, µM (doses to about 76.9 µM), without a hit: at the highest dose activity, negative = inhibition, usual class: inhibitors; purified Mm-Cpn ATPase, ADP Transcreener TR-FRET; Chaperonin Mm-Cpn (Methanococcus maripaludis); note: potency is the fitted concentration of half-maximal effect; % is set by controls: 0 for no effect and ±100 for the full control effect; nearly all actives have a fitted effect of over 80% in size
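ATPase read-out: TR-FRET ADP immunoassay (anti-ADP Eu cryptate vs ADP-d2), ex 320 nm, em 590/665 nm; signal drops as ADP forms. Enzyme 25 nM, ATP 10 uM, 30 min at 37°C after 10 min compound preincubation.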
Akt phos inh – HTS Assay for Inhibitors of Akt Phophorylation: Primary Screen; Neuro2A IGF-stimulated pAkt S473 HTRF, 20 min; hits give low values; activity change, % for hits at 50 µM; 360,000 tested, 0.32% active; in the data active = activity change below about -80%; inconclusive = mostly about -51% to -80%; note: % is set by controls: 0 for no effect and ±100 for the full control effect
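Neuro2A cells in DMEM with 0.5% FBS, overnight at 37 deg C, given compound at single 50 µM final, then IGF (6 nM final) for 20 min at 37 deg C. Lysed; phospho-Akt Ser473 by HTRF after 24 h, 665/615 ratio.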
S2 tox – Viability Counterscreen for Primary qHTS for Inhibitors of ATXN expression; S2 cells (HEK-293 line with an ATXN2-luciferase reporter) viability, CellTiter-Fluor protease fluorescence, 24 h; Potency, µM (doses to about 56.7 µM), hits mostly cytotoxic; 400,000 tested, 0.49% active; note: potency is the fitted concentration of half-maximal effect; nearly all actives have a fitted effect of over 40% in size
HepG2 tox – qHTS for Inhibitors of TGF-b: Cytotox Counterscreen. AID 588856, 2011. 410,000 tested, 0.76% active. HepG2 CAGA-GFP viability, ATP luminescence, 18 h. Potency, µM (highest dose often 46.1 µM), for inactives: top-dose activity change, negative = cytotoxicity, usual class: cytotoxic; note: potency is the fitted concentration of half-maximal effect; some results filed as inactive show a strong effect at the top dose
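CellTiter-Glo luminescence gave cytotoxicity after 18 hours at 37 degrees C. The cells were HepG2 CAGA-GFP in 1% FBS DMEM, stimulated with 500 pg/mL TGF-beta after compound addition. %Activity was normalised to no-cell wells (complete cell-killing) and DMSO (no toxicity), and curves were fitted and classified.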
Nrf2 ARE act – qHTS of Nrf2 Activators; AREc32 ARE-luciferase reporter (MCF7-derived line), luminescence, 24 h; Potency, µM (doses to about 46.1 µM), for the others: at the top dose activation, usual class: activators; 410,000 tested, 0.31% active; note: potency is the fitted concentration of half-maximal effect; % of control where 0% means no effect; nearly all actives have a fitted effect of over 65% in size
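Nrf2 activation is followed as ARE-luciferase induction in the AREc32 line after one day of compound treatment; luminescence is read with Steady-Glo.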
A549 tox – Nrf2 qHTS screen for inhibitors: counterscreen for cytotoxicity | Potency, µM (top dose mostly 46 µM), inactives show at the highest dose activity change, negative = cytotoxicity, hits mostly inhibitors | 390,000 tested, 0.16% active | AID 504648, 2011 | A549 ARE-Fluc cells, CellTiter-Fluor viability, 18-24 h; note: potency is the fitted concentration of half-maximal effect; % is set by controls: 0 for no effect and ±100 for the full control effect
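Cytotoxicity counterscreen: CellTiter-Fluor fluorescence was measured in A549 ARE_Fluc cells after 18-24 h of compound exposure in a concentration series. The subsequent BugLite luminescent read reports ARE-luciferase activity.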
* = called active by the depositor; i = inactive; u = inconclusive; x = no result given; [ ] = dose if it differs, or a comment. Unless noted, calls come from the whole dose curve; as a rule, active = well fitted curve in the direction sought with a large enough effect; inconclusive = small, poorly fitted or top-dose-only effect, or another doubt; inactive = no such curve, though single readings can be large; an effect the other way counts as inactive or inconclusive.

Order of values – CCT modulator	TGFb inhibitor	Nrf2 inh	Mm-Cpn inhibitor	Akt phos inh	S2 tox	HepG2 tox	Nrf2 ARE act	A549 tox
COc1ccccc1N(CC(=O)N1CCCC1)S(=O)(=O)c1cc([N+](=O)[O-])ccc1Cl
  -0.6	-4.2%	-12.9%	4.0%	i	u	-0.1%	4.3%	-5.5%
Cn1c(N2CCN(C(=O)Nc3ccc(C(F)(F)F)cc3)CC2)nc2ccccc21
  3.2	-15.2%	u	-1.2%	i	i	-43.4%	2.7%	-9.4%
CC(=O)N1CCN(S(=O)(=O)c2ccc(C)cc2)C1c1ccc(N(C)C)cc1 (stereo not drawn)
  0.3	6.0%	13.1%	0.5%	i	i	-5.1%	-0.6%	0.4%
C/C(=N\NC(N)=S)C1(C)CC2(CC(C)(C)OC2=O)C(=O)O1 (stereo not drawn)
  0.1	19.9%	3.7%	0.3%	i	i	2.2%	-0.7%	1.5%
CCOC(=O)c1c(NC(=O)OC)sc(C(=O)N(C)C)c1C
  1.8	-22.8%	20.8%	-0.9%	x	i	-21.6%	-0.3%	-2.9%
O=C1C(C=NCCCn2ccnc2)=C(O)c2ccccc21
  -1.0	-0.1%	3.6%	x	i	i	-20.0%	5.2%	-5.8%
Cc1ccc(-n2cc(C(=O)c3cc(Cl)ccc3O)cc(C#N)c2=O)cc1
  -6.2	u	7.4%	-3.6%	i	i	-50.5%	3.9%	0.9%
O=S(=O)(/N=C(/Nc1ccccn1)c1ccccc1)c1ccccc1
  -2.8	0.7%	7.3%	0.6%	i	i	7.8%	-0.3%	0.2%
COC(=O)c1[nH]c2ccc(C)cc2c1NC(=O)Nc1ccccc1OC
  -5.3	-49.2%	-13.5%	-4.3%	i	i	-41.0%	5.6%	-11.6%
CC1CCCCN1CC(=O)Nc1cc(S(=O)(=O)N2CCOCC2)ccc1N1CCCC1 (stereo not drawn)
  -0.9	65.8%[activator]	-14.0%	-0.5%	i	i	3.3%	0.1%	-7.5%
NNC(=O)CCN(Cc1ccco1)S(=O)(=O)c1ccc(Cl)cc1
  3.2	0.0%	-28.1%	1.2%	i	i	33.1%	-0.8%	7.8%
CC(C)(C)NC(=O)Cn1nc(C(F)(F)F)c2c1CCCC2
  1.1	3.3%	5.4%	-0.5%	i	i	17.6%	0.2%	-7.8%
C=CCOc1cccc(C(=O)N2CCCC(CCC(=O)NCc3ccccc3F)C2)c1 (stereo not drawn)
  -1.0	6.3%	2.8%	-5.3%	i	i	-9.0%	3.0%	2.2%
Cc1cc2cc(CNC(=O)COc3ccccc3)ccc2n1C
  -0.6	-0.5%	6.5%	-3.5%	i	i	-9.5%	-0.9%	2.6%
C=CCc1ccc(OCC(O)CN2CCN(c3ccccc3OC)CC2)c(OC)c1 (stereo not drawn)
  0.0	u	4.9%	0.4%	i	i	-30.0%	-0.5%	-7.9%
Cc1ccc(NC(=O)c2oc3ccc(S(=O)(=O)N4CCC5(CC4)OCCO5)cc3c2C)cc1Cl
  x	0.0%	x	x	x	x	-10.9%	0.8%	-2.7%
Fc1ccc(-n2nnc(-c3cccnc3Cl)n2)cc1
  -1.8	-0.4%	u	x	i	i	-15.7%	20.7%	3.5%
Cc1cc(C)cc(NC(=O)CCn2c(=S)[nH]c3ccccc3c2=O)c1
  0.9	4.3%	u	-4.4%	i	i	-0.1%	-0.1%	0.4%
O=C1CSC(=S)N1N=Cc1c[nH]c2ccc(Br)cc12
  -0.5	8.0%	x	x	i	i	4.7%	3.0%	x
O=C1N(Cc2cccc(C(F)(F)F)c2)c2ccccc2S(=O)(=O)N1c1cccc(Cl)c1
  x	0.0%	x	x	x	i	-13.6%	-0.7%	-4.7%
CC(NC(=O)/C(=C\c1ccco1)NC(=O)c1ccccc1Br)C(=O)O (stereo not drawn)
  -2.2	8.3%	-0.4%	0.9%	i	i	-6.6%	-0.1%	-0.7%
COc1ccc(OC)c(-c2cc(C(=O)Nc3cnn(Cc4ccc(Cl)cc4Cl)c3)no2)c1
  x	-2.6%	u	x	x	u	-3.5%	-1.2%	-14.9%
COc1ccc(C2C=C(c3ccccc3)Nc3nc(NC(C)=O)nn32)cc1 (stereo not drawn)
  x	-0.3%	10.1%	-0.2%	x	x	-17.7%	2.6%	-0.4%
CN(C[C@H](Cc1ccccc1)N(C[C@H](Cc1ccccc1)N(CCc1cc(C(F)(F)F)cc(C(F)(F)F)c1)N=O)N=O)N=O
  0.8	u	18.1%	x	i	i	5.0%	2.6%	10.2%
CCOC(=O)Cc1csc(NC(=O)c2cc(-c3ccncc3)nc3ccccc23)n1
  2.1	-2.9%	15.4%	-10.0%	i	i	-17.4%	5.1%	9.9%
COc1ccc2cc(C(=O)N3CCN(c4ccc(F)cc4)CC3)[nH]c2c1
  -1.3	0.7%	u	-0.2%	i	i	-0.9%	-0.5%	-7.0%
Nc1cc(N)nc(SCC(=O)NCc2ccc3c(c2)OCO3)n1
  -2.5	-1.0%	1.1%	-0.7%	i	i	7.5%	-0.2%	-0.1%
COc1ccc(C2C3=C(CC(C)(C)CC3=O)N(C)C3=C2C(=O)CC(C)(C)C3)cc1OC
  -1.4	24.8%	-3.9%	-0.9%	i	i	-3.5%	0.5%	-18.4%
CCC(C)c1ccccc1NC(=S)NC(=O)c1ccco1 (stereo not drawn)
  -1.0	-16.1%	-3.9%	-2.5%	i	i	-2.4%	3.8%	13.0%
COc1ccccc1C(=O)NCCC(=O)Nc1cccc(C)n1
  -1.9	-4.2%	0.4%	1.6%	i	i	-2.9%	1.6%	7.1%
COc1ccc(CN(C)C(=O)CC(c2ccccc2)c2ccccc2)cc1
  0.0	-3.2%	u	-2.0%	i	u	-4.2%	4.4%	-8.3%
CCOc1ccc(NC(=O)c2cn(CC(C)C)c(=O)c3c2c2ccccc2n3C)cc1
  2.4	-16.2%	-2.6%	-1.0%	i	x	-30.7%	0.1%	-13.1%
C=CCn1c(COc2ccccc2F)nnc1SCC(=O)c1c[nH]c2ccccc12
  -4.2	0.0%	-9.2%	1.1%	i	i	4.2%	7.0%	-3.0%
Cn1c(Cn2nnc3ccccc32)nnc1SCC(=O)N1c2ccccc2CCc2ccccc21
  -4.0	u	-11.9%	0.9%	i	u	8.3%	0.3%	-0.1%
Cn1c(NC(=O)c2ccc(C(C)(C)C)cc2)cc(=O)n(C)c1=O
  -2.6	-0.9%	16.7%	-11.7%	i	i	-21.5%	0.0%	-1.2%
CC(C)(C)C(=O)CN1C2=NCCN2c2ccccc21
  0.0	u	1.1%	3.0%	i	i	22.3%	-0.5%	-0.8%
Cc1cccc(-c2nc3cc([N+](=O)[O-])ccc3o2)c1
  -1.3	8.8%	u	0.4%	i	i	-3.4%	10µM*	-11.2%
O=c1c([N+](=O)[O-])cccn1Cc1cccc(Br)c1
  1.2	17.1%	-6.5%	0.1%	i	i	1.2%	0.2%	-2.2%
O=C(Oc1cccnc1)c1ccccc1[N+](=O)[O-]
  1.0	-2.6%	0.3%	3.1%	i	i	3.9%	7.0%	0.6%
COC(=O)c1c(C(=O)OC)c2ccncn2c1Cl
  -3.5	-7.9%	x	2.3%	i	i	-0.1%	0.6%	-0.3%
COc1ccc(OC)c(-c2csc(NC(=O)Cc3cccs3)n2)c1
  1.2	u	16.4µM*	-2.2%	i	u	2.7%	6.8%	-6.1%
Cn1cc([N+](=O)[O-])c(C(=O)NCc2ccco2)n1
  -1.9	2.7%	u	2.0%	i	i	-24.2%	0.7%	2.3%
Cc1ncc([N+](=O)[O-])n1CC(=O)Nc1ccccc1
  0.8	1.7%	5.5%	-0.1%	i	i	9.6%	-0.8%	1.5%
Cc1cccc(NC(=O)COc2cccc3c2CCN(Cc2ccccc2)C3=O)c1C
  -0.1	-3.4%	1.0%	u	i	i	1.7%	0.5%	-4.7%
O=C(O)c1ccccc1OCc1ccccc1Br
  -2.6	-11.9%	-6.0%	1.0%	i	i	-20.3%	-0.6%	0.8%
CCOC(=O)Nc1ccc(N2CCOCC2)c(S(=O)(=O)N2CCOCC2)c1
  2.6	0.7%	4.1%	-5.0%	i	i	-3.2%	-0.6%	-5.0%
COc1cccc(/C=N/n2c(=S)n(C)c3ccccc32)c1OC
  -1.0	-6.0%	u	0.6%	x	x	1.7%	-0.2%	-9.5%
Cc1c(-c2ccccc2Cl)nc2ccccc2c1C(=O)O
  -2.1	-7.0%	-1.9%	0.3%	i	u	1.7%	-0.4%	-2.1%
O=C(O)/C=C/C(=O)NCc1ccccc1
  0.6	0.4%	u	2.2%	i	u	30.0%	2.6%	-9.4%

Reformatted: results already given
CC(C)(C)C(=O)CN1C2=NCCN2c2ccccc21
- CCT modulator = 0.0
- TGFb inhibitor = u
- Nrf2 inh = 1.1%
- Mm-Cpn inhibitor = 3.0%
- Akt phos inh = i
- S2 tox = i
- HepG2 tox = 22.3%
- Nrf2 ARE act = -0.5%
- A549 tox = -0.8%

Cc1cccc(-c2nc3cc([N+](=O)[O-])ccc3o2)c1
- CCT modulator = -1.3
- TGFb inhibitor = 8.8%
- Nrf2 inh = u
- Mm-Cpn inhibitor = 0.4%
- Akt phos inh = i
- S2 tox = i
- HepG2 tox = -3.4%
- Nrf2 ARE act = 10µM*
- A549 tox = -11.2%

Screening data from PubChem BioAssay.
